HDAC3 inhib: human HDAC3 inhibition | O15379 | recombinant HDAC3, fluorogenic peptide/trypsin coupled, fluorescence | inhibition, % at 8.3 µM | 0.15% of 320,000 active; in the data active = inhibition above about 26%, passing the limit was not always enough; inconclusive = no clear call, values can overlap the other calls
Target sequence (O15379 whole entry, looked up): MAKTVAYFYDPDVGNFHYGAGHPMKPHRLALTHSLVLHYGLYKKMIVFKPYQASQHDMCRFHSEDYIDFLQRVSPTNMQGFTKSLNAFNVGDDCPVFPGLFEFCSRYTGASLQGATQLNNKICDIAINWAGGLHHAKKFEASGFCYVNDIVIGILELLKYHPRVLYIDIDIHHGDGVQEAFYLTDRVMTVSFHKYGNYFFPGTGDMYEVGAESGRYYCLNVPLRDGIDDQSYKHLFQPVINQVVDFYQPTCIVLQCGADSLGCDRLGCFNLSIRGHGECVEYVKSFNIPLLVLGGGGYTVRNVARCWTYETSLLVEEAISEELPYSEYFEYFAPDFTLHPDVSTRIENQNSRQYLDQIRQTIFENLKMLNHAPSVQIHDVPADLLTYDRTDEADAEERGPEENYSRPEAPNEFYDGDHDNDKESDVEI
IEC-6 tox: counter-screen for KLF5 inhibitors: cytotoxicity in IEC-6 cells. IEC-6 cytotoxicity, luminescence viability. inhibition, % at 5 µM. 0.78% of 290,000 active. AID 1825; in the data active = inhibition above about 22%;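 also: 0% = plate median of test compound wells and 100% = cytotoxic reference compound wells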
HSF-1 act: increases HSF-1 driven luciferase reporter signal | NIH3T3-HGL HSF-1 luciferase reporter, MG132, 8 h; 100% = twice DMSO control signal | activation, % at 9 µM | 1.7% of 300,000 active | AID 504408;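 active = mean replicate activation of at least 50% with a set share of replicates each reaching 50%; inconclusive = only one of those two conditions met; inactive = mean below 50% and too few replicates reaching it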;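 also: 0% = median of the neutral control wells and 100% = twice that signal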
HSP90 refold inh: inhibitors of HSP90 luciferase refolding in rabbit reticulocyte lysate | luciferase refolding luminescence, 3 h | inhibition, % at 5.6 µM | 0.91% of 290,000 active | AID 1789;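 active = inhibition above the screen-wide mean plus 3 SD, computed separately per campaign, cut at about 16% in these data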;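 also: 0% = DMSO wells and 100% = 60 µM geldanamycin wells; inhibitors lower the luminescence because luciferase stays unfolded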
AI-2 QS mod: Vibrio harveyi AI-2 quorum sensing modulation; Vibrio harveyi JMH597 AI-2 luminescence/OD600 ratio, 9 h; active compounds read low; strain lacks LuxN and CqsS sensors; 0 = neutral-control median; activity change, % at 7.5 µM; 0.4% of 300,000 active; in the data active = activity change below about -75%, passing the limit was not always enough; inconclusive = no clear call, values can overlap the other calls;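 also: luminescence divided by OD600 gain over 9 h not by final OD600 alone; inactives centre near 13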
HIF activator: HIF pathway transcriptional activation. U2OS HRE-luciferase reporter, luminescence; normalized: DMSO 0%, desferrioxamine 100%. activation, % at 7.5 µM (by protocol). 0.32% of 300,000 active;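 active = mean activation of at least 10% of the iron chelator positive control signal, with at least half of replicates also reaching 10%; inconclusive = mean and replicate majority disagree about reaching 10%; inactive = mean and most replicates under 10%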
Platelet DG rel: platelet dense granule release activity; human platelet-rich plasma, SFLLRN dense granule ATP release, luminescence; inhibition, %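 (compounds screened at 7.5 µM in platelet-rich plasma)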; 0.22% of 300,000 active; AID 1663;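 active = mean replicate score, as percent of positive control, at or above 50; inconclusive = mean below 50 but at least one replicate at or above 50; inactive = mean and every replicate below 50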
aSyn UTR inh: MLPCN primary screen, SNCA 5' untranslated region | 0.82% of 300,000 active | alpha-synuclein 5'UTR reporter, inhibitor activity | inhibition, % (tested at 7.5 µM) | AID 1813; in the data active = inhibition above about 60%; inconclusive = no clear call, values can overlap the other calls;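 also: H4 neuroglioblastoma cells stably carrying SNCA 5'UTR luciferase fusion; 0% = DMSO wells and 100% = positive control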
KLF5 inh: suppresses KLF5 promoter-driven expression; AID 1700; DLD-1 KLF5 promoter-luciferase reporter, luminescence; inhibition, % at 5 µM; 0.23% of 290,000 active;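 active = inhibition above a per-plate limit of that plate's mean compound inhibition plus 3 SD, cut at about 60% in these data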;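 also: 0% = DMSO wells and 100% = LY294002 at 200 µM; higher means less KLF5 promoter-driven luciferase light; inactives centre near -14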
HSF1 inhib: HSF1 inhibition; activity change, negative = inhibition, % at 7.5 µM (by protocol); 0.77% of 300,000 active; NIH3T3-HGL HSE-luciferase, MG132-induced, luminescence 8 h; active compounds read low;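 active = more than half of replicate wells show activity change below -50%, luminescence cut by over half; inconclusive = some wells, but at most half, below -50%; inactive = no replicate well below -50%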;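 also: luciferase reports HSF-1 transcriptional activity via heat shock element; 0% = median of DMSO wells and -100% = zero luminescence signal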
* = called active by the depositor; ? = inconclusive; . = not tested or not shown.

SMILES	HDAC3 inhib	IEC-6 tox	HSF-1 act	HSP90 refold inh	AI-2 QS mod	HIF activator	Platelet DG rel	aSyn UTR inh	KLF5 inh	HSF1 inhib
CCO[C@@H]1OC(C(=O)N2CCCCCCC2)=C[C@H](c2ccc(C(F)(F)F)cc2)[C@H]1CCCO	16	10	-4	-3	3	-0.3	3	-14	-11	-5
COc1ccc(S(=O)(=O)Nc2c(F)cccc2F)cc1	-6	1	15	3	0	-0.6	-9	-6	-3	-3
O=C(COC(=O)c1ccc2c(c1)C(=O)N(c1cccc3ncccc13)C2=O)c1ccc(Cl)cc1	-7	-4	-11	-3	10	0.0	-1	23	-14	-4
O=C(COC(=O)C1CC(=O)N(Cc2ccco2)C1)c1ccc(OC(=O)c2ccco2)cc1 (stereo not drawn)	11	2	30	-1	51	-0.2	1	-1	-4	17
COc1ccc(-n2ccnc(SCC(=O)NCc3ccc(C)cc3)c2=O)cc1Cl	3	.	3	.	6	0.5	14	-20	.	1
Cn1c(=O)c2c(nc(Br)n2Cc2nnc(N)s2)n(C)c1=O	1	-2	-14	-2	15	0.1	3	-46	-31	-5
O=C(C1CCC1)N1CCc2cc(S(=O)(=O)Nc3ccc4c(c3)OCO4)ccc21	-2	2	13	-3	8	0.0	1	11	-12	6
Cc1ccc(CNC(=O)CCS(=O)(=O)c2ccc(C)cc2)cc1	1	1	-6	1	26	-0.3	-1	0	7	-3
O=C(NCCc1ccccc1)c1ccc2nccnc2c1	?	4	-24	40*	-9	-2.7	-5	63*	-23	-31
COc1ccc(/C=C/c2n[nH]c(=O)c(C#N)c2C)cc1	3	6	12	2	12	-0.2	8	-71	-17	14
Cc1cc(C)nc(N/C(=N\S(=O)(=O)Cc2ccccc2)Nc2cccc(Cl)c2C)n1	0	-1	-11	-4	18	-0.2	2	3	3	-2
Cc1n[nH]c(C)c1S(=O)(=O)N(CC(=O)Nc1ccc2c(c1)OCCO2)c1ccc(C(C)C)cc1	14	4	-3	2	21	.	13	-1	-9	-6
CCOC(=O)C(=O)/C(=C\N(C)C)c1onc(-c2ccccc2Cl)c1C(=O)OC	9	0	-23	1	11	-0.6	-14	-7	8	-7
Cc1ccccc1NC(=O)COc1coc(CN2CCN(c3ccccc3)CC2)cc1=O	0	.	7	.	26	0.1	1	1	.	1
O=C(NCc1ccco1)C1CCCN(S(=O)(=O)c2cccc3nsnc23)C1 (stereo not drawn)	3	0	-20	3	5	-0.1	3	12	-23	-1
Cc1[nH]c2ccccc2c1C(c1ccncc1)N1CCC(C)CC1 (stereo not drawn)	0	-4	9	1	22	-0.2	-22	-13	1	0
Cc1sc(NC(=O)CN2CCOCC2)nc1-c1ccc2c(c1)CCN2S(=O)(=O)c1ccccc1	6	-6	18	3	24	-0.4	-4	-19	-33	2
COc1ccc(O)c(/C=N/c2sc(C)c(C)c2C#N)c1	3	-2	-8	4	26	-0.2	-2	-3	-28	-1
CCOC(=O)Nc1cccc(OCC(=O)Nc2ccccc2OCC)c1	3	2	2	2	-10	0.0	-4	0	-9	-7
CC(C)c1ccccc1NC(=O)COC(=O)c1cccnc1	0	-2	-11	-2	42	-0.5	0	-21	2	-10
O=C(c1cccs1)N1CCN(Cc2ccncc2)CC1	2	-3	3	-2	17	0.2	-1	13	-42	7
Cc1ccccc1/C(N)=N/OC(=O)c1cccs1	.	0	27	-8	16	3.5	17	-120	-11	16
CC(C)CCNC(=O)C1CCCN(S(=O)(=O)c2ccc3c(c2)CC(C)N3C(=O)C2CC2)C1 (stereo not drawn)	4	-2	4	4	10	-0.8	12	-5	-2	-6
O=C(CSC1CC(=O)N(CC(c2ccccc2)c2ccccc2)C1=O)Nc1ccc(Cl)cc1 (stereo not drawn)	-3	-1	30	1	4	0.5	2	2	-18	8
CCOc1ccc(OCC)c(NS(=O)(=O)c2ccc3c(c2)CCN3C(=O)C2CCC2)c1	-6	-1	-4	3	31	0.1	0	29	-19	6
O=C(Nc1ccc2c(c1)OCCO2)c1cccnc1Oc1ccccc1	5	-5	9	0	31	-0.4	-10	-8	-33	-7
O=C(CN(C(=O)CNS(=O)(=O)c1ccccc1)c1ccc2c(c1)OCCO2)NC1CCCCC1	-8	-2	-2	2	10	-0.1	23	12	-20	-3
O=C(NCC1CCCO1)c1ccc(N2C(=O)C3CCCCC3C2=O)cc1 (stereo not drawn)	1	-2	-8	0	.	0.9	1	5	-39	-2
O=C(N/N=C/c1ccc([N+](=O)[O-])cc1)c1[nH]ncc1Br	-5	3	36	-1	16	0.7	40	-68	-86	10
C=CCn1c(SCC(=O)N2CCCC2)nc2c([nH]c3ccccc32)c1=O	-7	0	3	-1	13	0.4	-20	37	-12	-5

Grouped by structure: the entries above with bromine.
SMILES	HDAC3 inhib	IEC-6 tox	HSF-1 act	HSP90 refold inh	AI-2 QS mod	HIF activator	Platelet DG rel	aSyn UTR inh	KLF5 inh	HSF1 inhib
Cn1c(=O)c2c(nc(Br)n2Cc2nnc(N)s2)n(C)c1=O	1	-2	-14	-2	15	0.1	3	-46	-31	-5
O=C(N/N=C/c1ccc([N+](=O)[O-])cc1)c1[nH]ncc1Br	-5	3	36	-1	16	0.7	40	-68	-86	10

New compounds follow:
SMILES	HDAC3 inhib	IEC-6 tox	HSF-1 act	HSP90 refold inh	AI-2 QS mod	HIF activator	Platelet DG rel	aSyn UTR inh	KLF5 inh	HSF1 inhib
O=C(CSCc1cccc(CSCC(=O)Nc2ccccc2)n1)Nc1ccccc1	-5	-5	5	4	9	0.1	-2	15	-3	-1
Cc1ccc(NC(=O)CCn2c(=O)oc3ccccc32)c(C)c1	-9	-1	-1	-1	27	-1.0	0	20	-8	-1
CN(Cc1ccccc1)C(=O)c1ccc(COc2ccccc2)cc1	1	6	14	2	.	0.1	-14	-5	-16	5
CCOc1ccc(C(C(=O)Nc2ccc(F)cc2)N(C(=O)Cn2nnc3ccccc32)C2CC2)cc1 (stereo not drawn)	17	-2	7	1	30	-0.3	4	27	5	-1
O=C(Nc1nc(-c2ccccc2)c(C(=O)c2ccccc2)s1)c1ccc(S(=O)(=O)N2CCCC2)cc1	3	3	3	2	15	-1.4	-34	-1	-31	-8
Cc1cc(N2CCOCC2)nc2ccc(NC(=O)CCC(=O)N3CCCC(C)C3)cc12 (stereo not drawn)	-9	10	21	6	12	1.3	-2	-87	-30	18
Cc1ccc(C(=O)OCC(=O)N(CC(C)C)c2c(N)n(Cc3ccccc3)c(=O)[nH]c2=O)cc1[N+](=O)[O-]	6	.	2	.	.	0.7	1	4	.	-1
CC1CCN(C(=O)CSc2nnc(Cc3cc(=O)[nH]c(=O)[nH]3)n2-c2ccc(Cl)cc2)CC1	-4	3	-40	1	13	-0.4	0	0	-26	-24
O=C(Cc1ccccc1)NN1C(=O)c2ccccc2C1=O	-4	0	-3	1	20	-0.9	-1	17	2	3
CCN(CC)S(=O)(=O)c1ccc(N2CCOCC2)c(NC(=O)c2cccc(C#N)c2)c1	-3	-4	17	2	-1	-0.2	10	-13	1	2
CN(C)C(=O)CSc1nc2ccc(C(=O)c3ccccc3)cc2[nH]1	2	9	8	2	23	-6.1	10	-12	-43	5
CN(C)c1cc[n+](CC(=O)Nc2ccc(Cl)cc2)cc1	3	-2	-40	-6	-7	-0.6	-1	-5	-7	-29
CCCc1cc2nnc(SCC(=O)N(C)C3CCCCC3)n2c(N)n1	2	-2	18	-2	37	-0.2	-2	7	-26	5
COCCN(CCOC)S(=O)(=O)c1ccc(C(=O)Nc2nnc(COC)o2)cc1	9	-2	2	-1	18	-0.3	-10	-17	-31	0
CC(=O)Nc1ccc(OCC(O)Cn2cnc3ccccc32)cc1 (stereo not drawn)	-5	3	-6	-3	0	-1.2	-7	6	-55	1

With a hit mark in HSP90 refold inh, of those listed so far:
Compound | HDAC3 inhib | HSF-1 act | HSP90 refold inh | AI-2 QS mod | Platelet DG rel | aSyn UTR inh | KLF5 inh | HSF1 inhib
O=C(NCCc1ccccc1)c1ccc2nccnc2c1 | ? | -24 | 40* | -9 | -5 | 63* | -23 | -31

Some entries already given, showing only aSyn UTR inh.
Molecule	aSyn UTR inh
CC1CCN(C(=O)CSc2nnc(Cc3cc(=O)[nH]c(=O)[nH]3)n2-c2ccc(Cl)cc2)CC1	0
CC(=O)Nc1ccc(OCC(O)Cn2cnc3ccccc32)cc1 (stereo not drawn)	6

The list goes on.
SMILES	HDAC3 inhib	IEC-6 tox	HSF-1 act	HSP90 refold inh	AI-2 QS mod	HIF activator	Platelet DG rel	aSyn UTR inh	KLF5 inh	HSF1 inhib
COc1cc(/C=N/NC(=O)c2nc3ccccn3c2C)cc(OC)c1O	-1	-1	4	-3	20	-0.3	-1	-2	-14	-6
CCOc1ccc(N/C(N)=N/c2nc(CSc3nnnn3-c3ccccc3)cc(=O)[nH]2)cc1	1	-1	-7	2	0	0.0	2	12	-3	-4
Cn1cc(SCC(=O)Nc2nccs2)c2ccccc21	6	0	3	1	32	4.0	-10	-165	-87	-3
Cc1onc(-c2ccccc2)c1C(=O)N1CCN(Cc2ccc3c(c2)OCO3)CC1	3	0	-7	2	12	-0.3	-1	4	-15	-13
Cc1cc(NC(=O)CN2C(=O)NC(C)(c3ccccc3)C2=O)no1 (stereo not drawn)	1	-3	0	8	-38	-0.5	-4	-11	-28	-7
O=C1CC(c2ccccc2)=Nc2ccccc2N1Cc1ccccc1	6	-2	20	3	0	-0.4	6	1	-30	9
COc1ccc(C2C(C#N)=C(N)N(c3ccccc3)C3=C2C(=O)CCC3)cc1Cn1cc([N+](=O)[O-])cn1 (stereo not drawn)	4	-3	?	-1	-7	1.1	1	?	-23	36
Nc1nonc1-n1nnc(C(=O)N/N=C/c2ccc(OCc3ccc(F)cc3)cc2)c1COc1ccccc1	0	-4	10	-1	18	1.4	2	-122	-19	14
Cc1cc(Cl)ccc1OCCCC(=O)N1CCOCC1	-5	3	-74	0	20	4.1	-4	-95	-55	-65*
CCC(C)c1ccc(NC(=S)NCc2cccnc2)cc1 (stereo not drawn)	-2	8	11	2	6	-0.1	13	1	-2	1
COc1ccc(NC(=O)N2CCc3cc(OC)c(OC)cc3C2)cc1	3	0	-13	-3	34	-2.0	-1	0	-48	-10
C#CCOCCOCCOCCNc1nc(N2CCN(C(=O)[C@H](Cc3cc4ccccc4[nH]3)n3cc([C@@H](N)C(C)CC)nn3)CC2)nc(N2CCN(C(=O)[C@H](CCCCN)n3cc([C@@H](N)CC(C)C)nn3)CC2)n1 (stereo partly drawn)	-2	-1	-8	1	5	-1.5	3	3	8	-2
COc1ccc(OC)c(NC(=O)NCCN2CCN(c3ccccc3)CC2)c1	-1	-4	-8	-1	10	-1.4	-4	18	-22	0

Some values from the results shown.
For KLF5 inh, COc1ccc(C2C(C#N)=C(N)N(c3ccccc3)C3=C2C(=O)CCC3)cc1Cn1cc([N+](=O)[O-])cn1 (stereo not drawn) is entered as -23
For HDAC3 inhib, Cn1cc(SCC(=O)Nc2nccs2)c2ccccc21 is entered as 6
For KLF5 inh, COc1ccc(OC)c(NC(=O)NCCN2CCN(c3ccccc3)CC2)c1 is entered as -22
For aSyn UTR inh, O=C1CC(c2ccccc2)=Nc2ccccc2N1Cc1ccccc1 is entered as 1
